Screening results (PubChem)
Arrestin-AP2 inh: inhibitors of beta-arrestin/AP2 binding, primary screen, biochemical, GPCR trafficking, flow cytometry. FITC-arrestin peptide / GST-AP2 beads; AP2 beta2 appendage carries R879A mutation. inhibition, % at 10 µM. hit rate 0.31% among 340,000. AID 504490, 2011;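 active = inhibition above a set limit, near 3 SD of compounds lacking own fluorescence, cut at about 54% in these data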;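 note: plate controls were DMSO wells for no effect and 5 µM unlabelled arrestin peptide for full effect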
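System: GST-AP2 R879A bound to glutathione beads, E. coli-expressed. Also added: 50 nM FITC-arrestin peptide. Schedule: compound with beads 12 min RT, then probe 1 h RT. Signal: bead flow cytometry, FITC channel. Read-out basis: percent response.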
DSG3 Ab inh: inhibitors of pemphigus antibody binding to DSG3, primary screen, biochemical, bead-based, flow cytometry, scFv-GFP. DSG3-coupled beads, scFv-anti-DSG3-GFP binding; active compounds read low. binding (percent of control), % at 10 µM. hit rate 0.48% among 310,000. Desmoglein-3 (Homo sapiens), P32926;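 active = binding more than 3 SD below its plate's average and above zero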;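 note: hits lower antibody fragment binding to DSG3; some compounds called inactive have numbers as strong as hits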
Target sequence (P32926 whole entry, looked up, the tested form may be a part): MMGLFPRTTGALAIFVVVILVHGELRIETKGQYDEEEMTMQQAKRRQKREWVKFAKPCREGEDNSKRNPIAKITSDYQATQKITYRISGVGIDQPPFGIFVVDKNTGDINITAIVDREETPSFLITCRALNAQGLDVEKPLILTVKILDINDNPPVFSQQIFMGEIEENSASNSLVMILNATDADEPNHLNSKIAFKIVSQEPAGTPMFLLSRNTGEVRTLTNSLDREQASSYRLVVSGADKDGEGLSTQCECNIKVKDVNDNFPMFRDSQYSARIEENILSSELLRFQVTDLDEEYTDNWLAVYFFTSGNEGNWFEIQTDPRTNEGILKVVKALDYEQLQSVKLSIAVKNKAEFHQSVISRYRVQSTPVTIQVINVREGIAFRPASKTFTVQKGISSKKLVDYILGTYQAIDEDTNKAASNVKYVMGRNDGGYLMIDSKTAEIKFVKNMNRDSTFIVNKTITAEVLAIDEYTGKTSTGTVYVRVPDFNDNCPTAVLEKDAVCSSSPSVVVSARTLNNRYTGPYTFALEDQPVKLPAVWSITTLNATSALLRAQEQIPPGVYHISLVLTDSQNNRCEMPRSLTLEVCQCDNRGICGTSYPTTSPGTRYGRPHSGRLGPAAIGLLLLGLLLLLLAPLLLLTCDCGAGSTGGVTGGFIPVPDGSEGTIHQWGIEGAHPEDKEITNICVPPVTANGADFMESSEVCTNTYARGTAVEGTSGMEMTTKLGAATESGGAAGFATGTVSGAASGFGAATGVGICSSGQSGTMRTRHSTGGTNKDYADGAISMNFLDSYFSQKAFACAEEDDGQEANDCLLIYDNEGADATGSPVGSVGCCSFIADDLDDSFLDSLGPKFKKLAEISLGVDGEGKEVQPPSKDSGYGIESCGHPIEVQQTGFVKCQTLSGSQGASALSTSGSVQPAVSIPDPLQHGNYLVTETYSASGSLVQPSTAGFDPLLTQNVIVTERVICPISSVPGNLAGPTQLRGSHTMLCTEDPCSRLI
V-ATPase pH: regulators of yeast V-ATPase proton pumping, primary screen, pHLuorin cytosolic pH fluorescence. S. cerevisiae. response, % at 10 µM. hit rate 0.37% among 350,000. AID 504577, 2011; in the data active = response mostly above about 7.3%, no sharp cut-off; inactive = mostly below about 5.4%; note: actives read high; inactives centre near 0; some compounds called inactive have numbers as strong as hits; reference of the scale not given here
Numbers without * were called inactive. An excerpt. The share of hits here may be higher or lower than overall.

The opening five entries as a preview:
SMILES	Arrestin-AP2 inh	DSG3 Ab inh	V-ATPase pH
COC(=O)c1ccc2c(c1)N(C)S(=O)(=O)c1cnc(SCC(=O)C(C)(C)C)nc1-2	-4	102	2
O=C(CCCOc1ccccc1)NCCc1ccccc1	9	104	-1
CC(C)c1cccc(C(C)C)c1OCCCCCN1CCOCC1	32	95	-4
COC(=O)c1nc(-c2ccccc2)nc(-c2ccccc2)c1C(=O)OC	4	107	-2
Cc1c(N)ccc(-n2nc3ccccc3n2)c1C	-11	105	3

The list itself, from the start:
SMILES	Arrestin-AP2 inh	DSG3 Ab inh	V-ATPase pH
COC(=O)c1ccc2c(c1)N(C)S(=O)(=O)c1cnc(SCC(=O)C(C)(C)C)nc1-2	-4	102	2
O=C(CCCOc1ccccc1)NCCc1ccccc1	9	104	-1
CC(C)c1cccc(C(C)C)c1OCCCCCN1CCOCC1	32	95	-4
COC(=O)c1nc(-c2ccccc2)nc(-c2ccccc2)c1C(=O)OC	4	107	-2
Cc1c(N)ccc(-n2nc3ccccc3n2)c1C	-11	105	3
Cc1ccc(C2NC(=O)CCC2[N+](=O)[O-])cc1 (stereo not given)	1	103	-1
Cc1cccc(/C=N/NC(=O)c2cccc([N+](=O)[O-])c2)n1	4	99	1
COc1cc2c(cc1OC)[C@H](C)N(C(=S)Nc1ccc(F)cc1)CC2	-5	107	-4
COc1ccc(-n2nc(C)c3onc(C)c3c2=O)cc1	6	108	4
Cc1ccc(C(=O)Nc2ccc(Nc3ccccc3)cc2)cc1Br	-4	112	-2
COc1ccc(C(=O)C(C)[n+]2ccc(-c3nnc4n3CCCCC4)cc2)cc1 (stereo not given)	-12	108	4
COc1ccc(/C(C)=N/Nc2nc(C)cc(-c3ccccc3)n2)cc1	17	95	0
Cc1ccc(NC(=O)C[n+]2cc(-c3ccccc3)n3c2CCC3)cc1	3	105	3
CCOC(=O)c1oc2nc3c(cc2c1N)CCCC3	-2	92	-2
O=C(OC1CO[C@H]2O[C@@H]1[C@H](OC(=O)c1ccccc1)[C@H]2OC(=O)c1ccccc1)c1ccccc1 (stereo not given in full)	40	100	-68
FC(F)(F)c1cnc2c(-c3ccccc3)n[nH]c2c1	1	99	-3
S=c1[nH]nc(-c2n[nH]c3c2CCC3)n1/N=C/C=C/c1ccccc1	16	98	-18
CN(C)Cc1ccccc1Sc1ccc2c(c1)CCCC2	-9	110	5
O=C(O)c1cccc(NS(=O)(=O)c2ccc(NC(=O)c3ccco3)cc2)c1	-52	101	-1
CCN=C1SC(C(=O)Nc2ccc(OCC)cc2)CC(=O)N1CC (stereo not given)	-17	120	1
CC(=O)C1C(c2ccc(Cl)cc2)c2c(noc2C)CC1(C)O (stereo not given)	8	118	7
CS(=O)(=O)N1CCC(C(=O)N2CCN(c3ccccc3)CC2)CC1	-12	101	-2
CN1CCN(C(=O)CN(C)S(=O)(=O)c2ccc3ccccc3c2)CC1	7	99	1
C/C(=N/NC(=O)CNC(=O)Cc1ccc(Cl)cc1)c1ccco1	-1	103	-1

A draw from above in order of molar mass, rising:
SMILES	Arrestin-AP2 inh	DSG3 Ab inh	V-ATPase pH
CC(=O)C1C(c2ccc(Cl)cc2)c2c(noc2C)CC1(C)O (stereo not given)	8	118	7
CN1CCN(C(=O)CN(C)S(=O)(=O)c2ccc3ccccc3c2)CC1	7	99	1
O=C(OC1CO[C@H]2O[C@@H]1[C@H](OC(=O)c1ccccc1)[C@H]2OC(=O)c1ccccc1)c1ccccc1 (stereo not given in full)	40	100	-68

Following part:
SMILES	Arrestin-AP2 inh	DSG3 Ab inh	V-ATPase pH
Cc1c(O)nc2ccccn2c1=O	-32	89	-5
Nc1nc(NCCCN2CCOCC2)nc(Nc2ccc(Cl)cc2)c1[N+](=O)[O-]	13	100	-2
C=CCNC(=O)c1c(Br)cnn1-c1ccc(C)cc1	-5	114	-4
O=C(CN1C(=O)S/C(=C\C=C\c2ccccc2)C1=O)N1CCOCC1	2	98	0
C=CCOc1ccc(/C=N/NC(=O)CN2CCOCC2)cc1OCC	2	103	0
Cc1ccc(S(=O)(=O)/N=C(/c2ccccc2)N2CCOCC2)c(C)c1	15	100	0
COc1ccc(OC)c(Cc2nnc(CCC(=O)N3CCC(N4CCCCC4)CC3)o2)c1	0	108	-2
CC(C)c1ccc(C(O)P(=O)(OC2CCCCC2)OC2CCCCC2)cc1 (stereo not given)	0	92	2
Cc1ccc(NC(=O)Nc2ccccc2CC[N+](=O)[O-])cc1	34	99	-3
Cc1cc(C)c(-c2c(O)c3cccnc3n(C)c2=O)c(C)c1	11	113	-3
CN(C(=O)COC(=O)/C=C/c1ccc(S(=O)(=O)N2CCc3ccccc32)cc1)C1CCS(=O)(=O)C1 (stereo not given)	-2	101	1
CC(C)N1CCN(C(=O)c2ccc([N+](=O)[O-])cc2)CC1	8	107	1
CC(=O)N=c1c(C#N)cc2c(=O)n3ccccc3nc2n1CCCOC(C)C	-6	102	-2
CSc1c(CN2CCN(C)CC2)c2ccccc2n1C	12	109	-1
COC(=S)Nc1cccc(C(F)(F)F)c1	-3	96	1
N#CC1=C(N)Oc2c(oc(CO)cc2=O)C1c1ccccc1[N+](=O)[O-] (stereo not given)	10	101	-1
COCCCNC(=S)N/N=C/c1ccc2c(c1)OCO2	-5	99	-1
CCCSc1sc(C(=O)OC)c(-c2cccs2)c1C#N	5	97	-1
CCOC(=O)COc1nc2c(c(-c3ccco3)c1C#N)CCc1ccccc1-2	11	99	-3
O=C(NCc1ccc2c(c1)CCO2)Nc1cccc(C(F)(F)F)c1	1	96	2
C[C@@H]1CN(c2nc3nonc3nc2N2CCSCC2)C[C@H](C)O1	-2	116	0
NNC(=O)C(=O)/C=C1\NC2(CCCC2)Cc2ccccc21	5	106	-1
CCOc1cc(C)c(Cl)cc1S(=O)(=O)n1ccnc1	15	103	-1
Cc1cc(N/N=C/c2ccc(F)cc2)nc(-n2nc(C)cc2C)n1	3	109	0
O=C(NC(N1CCOCC1)C(Cl)(Cl)Cl)c1ccco1 (stereo not given)	6	100	1
Cc1cc(Nc2cccc([N+](=O)[O-])c2)c2cccc(C)c2n1	13	98	-4
COc1cc(C)nc(NC(=S)N(C)C(=O)c2ccccc2)n1	10	107	-2
Cc1cc2ccccc2nc1SCC(=O)NC1CCCC1	-13	102	1
CC1C/C(=N\NC(N)=S)c2cc(Cl)ccc2S1 (stereo not given)	21	103	3
CCCC(=O)Nc1ccc(C=C(C(C)=O)C(C)=O)cc1	-3	102	-4
Cc1nc2c(C)cccc2cc1C(=O)N/N=C/c1ccc(C(=O)O)cc1	15	101	-1
Cn1cnc([N+](=O)[O-])c1Sc1nc2ccccc2[nH]1	-8	107	0
CO/N=C/c1cccn1-c1nccc(OC)c1C#N	-3	104	-1
Cc1cc(C)c(C)c(S(=O)(=O)NCCCN2CCOCC2)c1C	-12	107	1
CN(C)/C=C(\C#N)S(=O)(=O)c1ccc(Cl)cc1	-10	98	-3
Cc1noc(NS(=O)(=O)c2ccc(N/C=C\C(=O)c3ccc(F)cc3)cc2)c1C	29	103	-1

Ordered by the number under DSG3 Ab inh (largest number first): some entries from above.
SMILES	Arrestin-AP2 inh	DSG3 Ab inh	V-ATPase pH
COc1cc(C)nc(NC(=S)N(C)C(=O)c2ccccc2)n1	10	107	-2
Cc1noc(NS(=O)(=O)c2ccc(N/C=C\C(=O)c3ccc(F)cc3)cc2)c1C	29	103	-1
Cc1cc2ccccc2nc1SCC(=O)NC1CCCC1	-13	102	1
Cc1nc2c(C)cccc2cc1C(=O)N/N=C/c1ccc(C(=O)O)cc1	15	101	-1
O=C(NC(N1CCOCC1)C(Cl)(Cl)Cl)c1ccco1 (stereo not given)	6	100	1
Cc1cc(Nc2cccc([N+](=O)[O-])c2)c2cccc(C)c2n1	13	98	-4

The list goes on:
SMILES	Arrestin-AP2 inh	DSG3 Ab inh	V-ATPase pH
OCC1(Cc2ccc(Cl)cc2)CCN(Cc2ccc(Oc3ncccn3)cc2)CC1	2	102	1
CCN1CCN(c2oc(-c3ccco3)nc2C#N)CC1	7	104	-4
O=C1CC(c2ccccc2F)C2=C(COC2=O)N1 (stereo not given)	5	100	3
CC(C)S(=O)(=O)N1CCN(c2ccnc3cc(Cl)ccc23)CC1	2	94	-1
CCOP(=O)(OCC)C(Nc1cccc([N+](=O)[O-])c1)c1ccc(OC)cc1 (stereo not given)	6	112	-1
COc1ccc(/C=C/C(=O)Nc2ccc(C(N)=O)cc2)cc1OC	-12	109	2
CCCCCCC#Cc1cncc(C(=O)NNC(=O)Nc2cc(Cl)cc(Cl)c2)c1	9	102	0
Cc1nn(CC(=O)NN)c(C)c1Br	5	98	1
Nc1ccccc1C(=O)NNC(=O)C(=O)/C=C(\O)c1ccccc1	16	92	-1
COc1ccc(Cn2c(C)nc([N+](=O)[O-])c2SCC(=O)O)cc1[N+](=O)[O-]	5	100	2
CCOC(=O)/C(C#N)=C/c1cccn1-c1ccc(Cl)cc1	0	110	-2
Nc1nc(Sc2ncccc2[N+](=O)[O-])n[nH]1	-1	95	4
CC(C)(C)c1ccc(Oc2ccc(NC(=O)c3ccccc3C(=O)O)cn2)cc1	8	112	-2
COc1ccc(N2C(=O)[C@@H]3C(c4cccnc4)=NO[C@@H]3C2=O)cc1	-4	100	-2
Clc1ccccc1N=C1SCCS1	21	102	3
Cc1[nH]c(=S)c(C#N)c(C)c1Cc1ccccc1	-12	104	-3
Cc1cc2nc(CSc3ccccc3)cc(=O)n2[nH]1	1	104	1
O=C(CC1CCC1)Nc1cccc2c([N+](=O)[O-])cccc12	12	96	5
CNC(=O)NNC(=O)c1csc(-c2ccc(C(F)(F)F)cc2Cl)n1	39	95	0
Cc1ccc(COc2ccc(C)nc2[N+](=O)[O-])cc1	12	97	3
Cc1cc(C)cc(NC(=O)Nc2ccc(N3CCCCC3)cc2)c1	-1	98	12
CCCCN(CCCC)CC(O)Cn1c2ccccc2c(=O)c2ccccc21 (stereo not given)	25	107	1
O=C(Nc1ccc(C(F)(F)F)cc1)N1CCN(c2ccnc3cc(Cl)ccc23)CC1	-2	92	1
Cc1nc2c(C)c(C)c(C)c(C)c2nc1C	1	104	-1
COc1ccccc1C1=NOC(Cn2c(NCCOCCO)nc3c2c(=O)n(C)c(=O)n3C)C1 (stereo not given)	2	97	3
COc1ccc(C(C)=O)cc1COc1cc(C)c(Cl)c(C)c1	15	94	11
COC(=O)CCN1CCc2cc(N=Nc3ccc([N+](=O)[O-])cc3)ccc21	-12	97	3
CCCCN(c1ccccc1)S(=O)(=O)N(C)C	-4	114	4
CN1CCN(c2ccc(CNS(=O)(=O)c3ccsc3)cc2)CC1	-2	118	-1
O=C(CC1NCCNC1=O)Nc1ccc([N+](=O)[O-])cc1 (stereo not given)	8	102	3
Cc1cc(Oc2ccc(N)cn2)ccc1Cl	5	104	1
CN(C)NC(=O)c1cccc(Cl)c1	-14	99	3
O=C(/C=C/c1ccccc1)N(Cc1ccc(Cl)cc1)C1CCS(=O)(=O)C1 (stereo not given)	-4	108	-3
N#CC(C(=O)c1ccccc1Cl)=C1SCCCS1	-5	102	0
